# From PubChem
# DT40 TDP1 CPT: growth inhibition of DT40 Tdp1-/-;hTDP1 cells with camptothecin (screen for TDP1 inhibitors); Potency, µM (top dose mostly 46.2 µM), for the others: top-dose activity change, negative = growth inhibition, usual class: inhibitors; chicken DT40 Tdp1-/-;hTDP1 cells + 20 nM CPT, ATP luminescence, 48 h; actives 12% (n = 420,000); further: nearly all actives have a fitted effect of over 55% in size
#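 Cell growth measured by CellTiter-Glo luminescence after a minimum 48 h, 37 C compound exposure with 20 nM CPT in Tdp1-knockout DT40 cells stably expressing hTDP1, seeded 400/well; qHTS titration format.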
# TDP1 cell noCPT: qHTS for Inhibitors of human tyrosyl-DNA phosphodiesterase 1 (TDP1): qHTS in cells in absence of CPT; DT40 Tdp1-/- hTDP1 cells, no CPT, ATP luminescence, 48 h; Potency, µM (series often up to 46.2 µM), without a hit: top-dose activity change, negative = growth inhibition, hits mostly inhibitors; actives 15% (n = 420,000); further: nearly all actives have a fitted effect of over 55% in size
#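 Seeded 400 DT40-hTDP1 cells/well (vehicle DMSO, no 20 nM CPT); pinned compounds; ≥48 hr at 37 °C; CellTiter-Glo luminescence as viability measure.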
# TDP1 block: inhibitors of human tyrosyl-DNA phosphodiesterase TDP1. Q9NUW8. recombinant TDP1, AlphaScreen DNA substrate cleavage. Potency, µM (highest dose often 130 µM), without a hit: at the highest dose activity change, negative = inhibition, most hits filed as inhibitors. actives 0.28% (n = 350,000). AID 485290; further: nearly all actives have a fitted effect of over 40% in size
# Target sequence (Q9NUW8 whole entry, looked up): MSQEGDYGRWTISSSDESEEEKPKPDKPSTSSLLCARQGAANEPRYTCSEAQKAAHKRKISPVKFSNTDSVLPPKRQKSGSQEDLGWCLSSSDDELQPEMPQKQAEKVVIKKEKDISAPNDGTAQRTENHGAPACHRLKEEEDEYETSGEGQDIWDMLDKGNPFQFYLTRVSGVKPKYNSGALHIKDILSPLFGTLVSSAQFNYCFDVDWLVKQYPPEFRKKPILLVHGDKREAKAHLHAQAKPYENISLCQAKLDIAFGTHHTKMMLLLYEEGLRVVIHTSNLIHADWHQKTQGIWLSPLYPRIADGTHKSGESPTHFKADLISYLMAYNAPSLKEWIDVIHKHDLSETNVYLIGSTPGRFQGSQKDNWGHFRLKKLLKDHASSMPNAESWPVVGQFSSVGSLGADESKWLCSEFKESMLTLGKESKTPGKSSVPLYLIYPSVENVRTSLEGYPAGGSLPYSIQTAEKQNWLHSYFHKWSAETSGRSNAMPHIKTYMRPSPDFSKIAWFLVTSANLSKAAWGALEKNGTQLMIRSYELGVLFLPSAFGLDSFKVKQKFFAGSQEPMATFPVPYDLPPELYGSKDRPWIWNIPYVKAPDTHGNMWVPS
#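 Recombinant E. coli-expressed Tdp1 (1 nM) preincubated with compound 15 min at RT, then 5'-biotin/3'-phosphotyrosine-FITC DNA substrate (15 nM) added for 5 min. AlphaScreen beads (10 ug/ml) added, 10 min RT; tyrosine-FITC cleavage read as signal loss.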
# * hit, by the source's call; ? = inconclusive; nt = no result given; & = joins results of further samples; [ ] = dose if it differs, or a comment. The call rests on the fitted dose curve; in most records, active means well fitted curve in the direction sought with a large enough effect; inconclusive means small, poorly fitted or top-dose-only effect, or another doubt; inactive means no such curve, though single readings can be large; an effect the other way counts as inactive or inconclusive. On the % scale 0 is the no-effect control and ±100 the full control effect; potency means the concentration at half of the fitted maximal effect.
SMILES,DT40 TDP1 CPT,TDP1 cell noCPT,TDP1 block
CC(CCc1ccccc1)NS(=O)(=O)c1ccc(Cl)c(C(=O)O)c1 (stereo not given),?,-24.3%,11.8%
Oc1ccc(/C(Cc2ccc3ccccc3n2)=N\Nc2ccccc2)c(O)c1,?,23.1µM*,5.4%
CCN(CC(=O)NCc1cccs1)C(=O)c1ccc(S(=O)(=O)Nc2ccccc2)cc1,-29.7%,?,-15.0%[0.505 µM]
COc1ccc(/C=N/NC(=O)c2c(C)nc3ccc(Cl)cn23)cc1OC,11.6µM*,8.2µM*,nt
CCc1nc2ccc(C(=O)NCCCN3CCCC3=O)cn2c1N(CC)C(C)=O,2.4%,-8.1%,nt
CCCCOc1ccc(CNC(=O)NS(=O)(=O)c2ccc(OCC(C)C)cc2)cc1,-8.2%,-1.4%,2.2%
Cc1ccc(S(=O)(=O)N2CCCCC2)cc1NC(=O)c1ccc(Cl)nc1,?,?,-0.2%
NC(=O)c1ccc(NC(=O)C2COc3ccccc3O2)cc1 (stereo not given),4.9%,13.0%,nt
COc1ccc(-c2csc(C3=C(O)CN(Cc4ccc(S(N)(=O)=O)cc4)C3=N)n2)cc1OC,-25.2%,?,5.9%
Cc1cccc(C)c1NC(=O)N1CC=CCC1,-1.1%,6.7%,nt
Cc1onc(-c2ccccc2Cl)c1C(=O)Nc1ccc(N2CCOCC2)cc1,?,?,5.9%
COc1ccc(OC)c(S(=O)(=O)NCC(c2ccc(N(C)C)cc2)N2CCOCC2)c1 (stereo not given),-21.9%,-18.7%,-3.8%
COc1ccccc1-c1cnc(C(O)c2ccc(C)c(F)c2)[nH]1 (stereo not given),?,?,nt
CNC(=O)Nc1ccc2nc(C)oc2c1,-9.3%,-25.3%,nt
CC1CCN(c2ccc(C(=O)O)cc2NS(=O)(=O)c2ccc(Br)cc2)CC1,1.4%,-14.0%,0.0%

# Limited to TDP1 block and TDP1 cell noCPT, for 5 of the compounds above:
smiles	TDP1 block	TDP1 cell noCPT
Cc1onc(-c2ccccc2Cl)c1C(=O)Nc1ccc(N2CCOCC2)cc1	5.9%	?
COc1ccc(OC)c(S(=O)(=O)NCC(c2ccc(N(C)C)cc2)N2CCOCC2)c1 (stereo not given)	-3.8%	-18.7%
COc1ccccc1-c1cnc(C(O)c2ccc(C)c(F)c2)[nH]1 (stereo not given)	nt	?
CNC(=O)Nc1ccc2nc(C)oc2c1	nt	-25.3%
CC1CCN(c2ccc(C(=O)O)cc2NS(=O)(=O)c2ccc(Br)cc2)CC1	0.0%	-14.0%

# (listing goes on)
SMILES,DT40 TDP1 CPT,TDP1 cell noCPT,TDP1 block
CCc1cccc(NC(=O)CSC2=Nc3ccccc3N=C(c3ccc(F)cc3)C2)c1,20.6µM*,13µM*,1.8%
Cc1ccc(C(=O)CC(C(=O)O)c2cn(CCC#N)c3ccccc23)cc1 (stereo not given),-25.0%,-6.8%,3.7%
Cc1[nH]n(-c2ccccc2)c(=O)c1/C=C1/C=c2ccccc2=N1,?,20.6µM*,5.1%
Cc1cc(=O)oc2c3c(cc(OCC(=O)NCC(=O)N[C@H](C(=O)O)C(C)C)c12)OC(C)(C)CC3,-12.9%,22.4%,nt
COc1ccc(OCCC(=O)OCC(=O)Nc2cccc(S(=O)(=O)N3CCOCC3)c2)cc1,-4.6%,2.6%,-1.2%
CCOC(=O)N1CCN(C(=O)c2cn(CCOC)c(=O)c3c2c2ccccc2n3C)CC1,6.5%,-19.3%,0.0%
O=C(O)CC1(CC(=O)N2CCOCC2)CCCC1,12.9%,5.0%,0.8%
O=S(=O)(NCc1cn2ccccc2n1)c1ccccc1F,-1.8%,-2.2%,-0.6%
Cc1ccc2c(c1)N(C(=O)NCc1ccccc1)CCO2,-0.4%,-7.5%,1.3%
O=C(NCC1CCCO1)c1nnc(Cc2ccc(F)cc2)o1 (stereo not given),5.4%,0.2%,1.3%
Cc1cccc(N2CCN(C(=O)c3ccc4nc(N5CCC(C)CC5)sc4c3)CC2)c1C,20.6µM*,16.4µM*,5.1%
CC1=CC(C)(C)NC(=S)N1c1cccc2cc(S(=O)(=O)O)ccc12,-1.4%,-7.4%,?
Cc1cccc(OCC(=O)Nc2nnc(S(=O)(=O)N3CCCCCC3)s2)c1,-29.8%&-23.8%,?,3.9%
CCOC(=O)C1CCN(C(=O)C2c3ccccc3C(=O)N(C)C2c2ccc(OC)cc2)CC1 (stereo not given),?,?,3.3%
Cn1c(=O)c2c(-c3ccccc3Br)n(C(C)(C)C)cc2n(C)c1=O,16.4µM*,11.6µM*,7.0%
O=C(NCCc1ccccc1)C1Cc2c(-c3ccc(Cl)cc3)ccnc2O1 (stereo not given),?,?,nt
CCOC(=O)N1CCN(C(=S)Nc2ccccc2C)CC1,-6.7%,-5.3%,4.7%
Cc1ccc(C)c(Cn2c(C(=O)O)c(CNCc3cccs3)c3ccccc32)c1,?,?,5.9%
COc1ccccc1N/C=C/c1onc(C)c1[N+](=O)[O-],-28.7%,?,1.6%
Cc1ccc(N(C)S(=O)(=O)c2nnc(NC(=O)c3ccco3)s2)cc1,-13.5%&-11.5%,26.9%&-7.1%,9.8%&1.3%
Cc1ccc(NC(=O)Cn2ccsc2=N)c([N+](=O)[O-])c1,-12.9%,-7.0%,1.2%
CC(CN1C(C)CCCC1C)OC(=O)c1cccc(F)c1 (stereo not given),-3.1%,16.3%,nt
CN1CCN(c2ccc(NC(=O)c3ccc(-c4ccc(Br)cc4)o3)cc2)CC1,?,29.1µM*,5.1%
CC1Cc2ccccc2N1C(=O)COc1nc2ccccc2nc1N1CCOCC1 (stereo not given),7.31µM*,9.2µM*,1.1%
COc1ccc2[nH]c(=O)c(CN(Cc3ccc4c(c3)OCO4)C(C)=O)cc2c1,?,-7.4%,4.8%
CSc1nncn1/N=C/c1ccc2c(c1)OCO2,0.7%,-2.4%,2.1%
COc1ccc(C(NC(=O)C2CCN(Cc3ccc(Oc4ccccc4)cc3)CC2)c2ccccn2)cc1 (stereo not given),16.4µM*,16.4µM*,nt
COc1ccc(-c2cnc3c(NC(C)=O)cc(-c4ccc(C(=O)NC5CC5)cc4)cn23)cc1OC,23.1µM*,23.1µM*,nt
COc1cccc(CNC(=O)Cc2ccc(-c3ccccc3)cc2)c1,?,20.6µM*,13.6%
CC(C)N=C1NN=C(c2cccs2)CS1,13.8%,-21.3%,2.5%

# Among those listed so far, these contain bromine:
SMILES,DT40 TDP1 CPT,TDP1 cell noCPT,TDP1 block
CC1CCN(c2ccc(C(=O)O)cc2NS(=O)(=O)c2ccc(Br)cc2)CC1,1.4%,-14.0%,0.0%
Cn1c(=O)c2c(-c3ccccc3Br)n(C(C)(C)C)cc2n(C)c1=O,16.4µM*,11.6µM*,7.0%
CN1CCN(c2ccc(NC(=O)c3ccc(-c4ccc(Br)cc4)o3)cc2)CC1,?,29.1µM*,5.1%

# Next entries follow:
SMILES,DT40 TDP1 CPT,TDP1 cell noCPT,TDP1 block
Cc1ccccc1C(=O)NNC(=O)c1ccc2nc[nH]c2c1,-4.3%,-0.6%,nt
O=C(NC1CCN(C(=O)c2cccs2)CC1)c1ccccc1,5.1%,-9.3%,6.8%
O=c1ccn([C@@H]2O[C@H](CNCc3cccn3-c3nccs3)[C@@H](O)[C@H]2O)c(=O)[nH]1,1.1%,-1.3%,nt
CCCC(CCC)=NNC(=O)c1ccccc1F,13.3%,-5.1%,5.0%
Cc1ccc(Cn2c(CCCO)nc3ccccc32)cc1,?,?,nt
CCCCNC(=O)c1ccc2nc(CC)c(N(CC)CCOC)n2c1,25.9µM*,20.6µM*,nt
NC(=O)CC(NSc1ccccc1[N+](=O)[O-])C(=O)O (stereo not given),16.4µM*,18.4µM*,9.0%
COCCNC(=O)C1C(=O)Nc2ccccc2C(=O)N1C1CCCC1 (stereo not given),-17.4%,7.0%,nt
O=C(C[n+]1cccc(Br)c1)c1ccc(O)c(O)c1,0.7%,-18.7%,nt
Cc1ccccc1CN1C(=O)CN(S(C)(=O)=O)CC1(C)C(=O)Nc1ccc2c(c1)OCCO2 (stereo not given),8.7%,10.6%,nt
C#CC1(NC(=S)Nc2cccc(OC)c2)CCCCC1,1.5%,-6.4%,nt
CC(=O)c1ccc(N2CCN(C(=O)c3ccc(NC4=NC5CS(=O)(=O)CC5S4)cc3)CC2)cc1 (stereo not given),-6.1%,0.4%,nt
Cc1cccc(N(C)S(=O)(=O)c2ccc3[nH]cc(C(=O)N4CCOCC4)c(=O)c3c2)c1,-28.2%,?,5.9%
O=C(COc1ccc(Br)cc1Cl)NC(=O)NC1CCCC1,?,?,-14.1%
Cc1cc(C)n2cc(CSc3nnnn3-c3ccc(Cl)cc3)nc2n1,?,?,8.2%
Cc1nn(CCCC(=O)Nc2cccnc2)c(C)c1[N+](=O)[O-],7.8%,-3.5%,2.5%
Cc1cc(C)c2c(=O)cc(C(=O)NCc3ccc(S(N)(=O)=O)cc3)oc2c1,8.2%,?,3.7%
CC(CCc1ccccc1)N1CCN(C)CC1 (stereo not given),26.3%,-22.6%,5.4%
CC(=O)CSc1nnc(CSc2ncccn2)n1C1CCCCC1,-3.4%,-0.2%,2.9%
CCC(C)(C)NC(=O)CN(C(=O)c1ccc(N2CCCC2)nc1)c1ccc(F)cc1,?,?,nt
O=C(NC1CCCC1)C(c1ccccc1)N(Cc1ccc2c(c1)OCO2)C(=O)Cc1cccs1 (stereo not given),?,?,0.0%
COc1cccc(NC(=O)COC(=O)c2ccccc2C(=O)N(C)c2ccccc2)c1,-28.0%,?,-0.5%
CCn1ccc2c(OCC(=O)Nc3ccc(C)c(Cl)c3)cccc2c1=O,25.9µM*,16.4µM*,2.6%
COc1ccc(N2C(=O)CC(Nc3ccc(C)cc3)C2=O)cc1 (stereo not given),3.9%,-3.1%,1.4%
CCOc1ccc(Nc2oc(-c3ccc(Cl)cc3)nc2C#N)cc1,?,4.11µM*,4.1%
COc1ccc(CC(=O)OCC(=O)N2CCc3ccccc32)cc1OC,-8.5%,22.9%,0.7%
CCCCN1C(=O)C2(OCCCO2)c2cccc(C)c21,1.3%,-18.2%,nt
O=C(O)c1ccn2c(C(=O)c3ccccc3)c(-c3ccccc3)cc2c1,-0.1%,-11.5%,2.7%
Cc1nn(CC(=O)Nc2sc3c(c2C#N)CCC(C(C)(C)C)C3)c(C)c1[N+](=O)[O-] (stereo not given),25.9µM*,18.4µM*,3.9%
COc1ccc(NC(=O)c2nc[nH]c2C(=O)NCc2ccccc2)cc1,?,?,1.5%
O=C(COc1ccc(F)cc1)Nc1ccc(OCc2cc(=O)n3ccsc3n2)cc1,-21.4%,-20.2%,6.4%
CS(=O)(=O)N(CC(=O)Nc1c(F)cccc1F)Cc1ccccc1,3.0%,0.7%,2.1%
Cc1ccccc1C1c2[nH]c3ccccc3c2CCN1C(=O)c1ccc(=O)n(C)n1 (stereo not given),?,?,8.1%
CCCCOP(=O)(c1ccc(N(C)C)cc1)C(O)c1cc(OC)c(OC)c(OC)c1 (stereo not given),-6.2%,-22.3%,2.6%
CCOC(=O)c1ccc(NC(=O)CCCN2C(=O)NC3(CCCC3)C2=O)cc1,-6.6%,9.2%,-0.3%[56.1 µM]
Cc1ccc(-n2c(=O)c3c(c4cc(C)ccc4n3C)n(CC(=O)Nc3c(C)cccc3C)c2=O)cc1,-13.1%,-23.7%,-5.6%
CN(C)C(=O)c1cc2cc(Br)ccc2s1,-11.1%,13.1%,0.0%
CC1CC(N(C(=O)c2ccco2)c2ccccc2)c2ccccc2N1 (stereo not given),?,14.6µM*,2.3%
CCn1c(CNC(=O)c2ccccc2F)nnc1SCC(=O)Nc1nncs1,5.2%,2.7%,2.0%
CC1CCC(C(C)C)C(OC(=O)C[n+]2cc(-c3ccc(Cl)cc3)n3c2CCC3)C1 (stereo not given),2.91µM*,2.31µM*,nt
O=C(c1ccc([N+](=O)[O-])o1)N1CCOCC1,-6.1%,?,1.3%
COCC(C)n1c(COc2ccccc2F)nnc1SCc1c(C)noc1C (stereo not given),-11.4%,-27.9%,2.2%
O=C(Nc1ccc(N2CCOCC2)cc1)C1CCN(S(=O)(=O)c2ccccc2F)CC1,-11.3%,-14.6%,7.0%
CCOc1ccc(OCCCCN2CCCC2)cc1,-3.6%,-3.5%,-2.0%
NC(=O)CC(NC(=O)c1ccccc1)c1ccc(N2CCc3ccccc3C2)c([N+](=O)[O-])c1 (stereo not given),?,?,nt

# Single records, as listed above. Order of screens: DT40 TDP1 CPT, TDP1 cell noCPT, TDP1 block
# CN(C)C(=O)c1cc2cc(Br)ccc2s1 is listed as -11.1%, 13.1%, 0.0%
# CCn1c(CNC(=O)c2ccccc2F)nnc1SCC(=O)Nc1nncs1 is listed as 5.2%, 2.7%, 2.0%
